EBV gp42 block = EBV gp42 inhibition; Q1HVG2; Fluorescence polarization binding assay, mP read-out; inhibition, % (tested at 21.74 µM); hit rate 0.42% among 220,000; in the data active = inhibition above about 50%
Target sequence (Q1HVG2 whole entry, looked up): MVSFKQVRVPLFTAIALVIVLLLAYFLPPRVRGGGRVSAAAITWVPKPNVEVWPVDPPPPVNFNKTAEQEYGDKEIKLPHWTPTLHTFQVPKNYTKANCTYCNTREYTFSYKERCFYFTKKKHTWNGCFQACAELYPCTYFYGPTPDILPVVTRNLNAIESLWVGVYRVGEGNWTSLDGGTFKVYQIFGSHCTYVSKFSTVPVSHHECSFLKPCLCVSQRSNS
p97 inhibitor = inhibitors of human p97 ATPase | inhibition, % at 8 µM | AID 1481 | hit rate 0.42% among 220,000 | P55072 | recombinant p97 ATPase, Kinase-Glo ATP luminescence, 3 h; in the data active = inhibition above about 15%;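 also: 0% = DMSO vehicle and 100% = wells lacking enzyme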
Runt-CBFb FRET = inhibitors of human RUNX1 Runt domain binding to CBFb; Cerulean-Runt/Venus-CBFb FRET ratio 530/480, 1 h; inhibition, % at 20 µM; hit rate 0.46% among 220,000; Q01196+Q13951;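 active = inhibition over about 50% at 20 µM in the single-dose screen, limit read from the data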;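 also: 0% = DMSO wells and 100% = excess unlabeled CBFb competitor control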
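Schedule: protein complex preformed 1 h, compound exposure 1 h, room temperature, dark; test system: Cerulean-labeled Runt domain protein; amount: 100 nM per protein; buffer or medium: Tris 50 mM pH 7.5, KCl, K2SO4, 0.01% BSA; read-out: loss of energy transfer signal; detection: FRET fluorescence; controls: 5 µM unlabeled CBFb as full-inhibition high control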
Furin inhibitor = human furin inhibition; purified furin, fluorogenic substrate cleavage; P09958; AID 463115; hit rate 0.061% among 220,000; inhibition, % at 30 µM; in the data active = inhibition above about 25%; also: inactives centre near -15
Target sequence (P09958 108-714 limits assumed): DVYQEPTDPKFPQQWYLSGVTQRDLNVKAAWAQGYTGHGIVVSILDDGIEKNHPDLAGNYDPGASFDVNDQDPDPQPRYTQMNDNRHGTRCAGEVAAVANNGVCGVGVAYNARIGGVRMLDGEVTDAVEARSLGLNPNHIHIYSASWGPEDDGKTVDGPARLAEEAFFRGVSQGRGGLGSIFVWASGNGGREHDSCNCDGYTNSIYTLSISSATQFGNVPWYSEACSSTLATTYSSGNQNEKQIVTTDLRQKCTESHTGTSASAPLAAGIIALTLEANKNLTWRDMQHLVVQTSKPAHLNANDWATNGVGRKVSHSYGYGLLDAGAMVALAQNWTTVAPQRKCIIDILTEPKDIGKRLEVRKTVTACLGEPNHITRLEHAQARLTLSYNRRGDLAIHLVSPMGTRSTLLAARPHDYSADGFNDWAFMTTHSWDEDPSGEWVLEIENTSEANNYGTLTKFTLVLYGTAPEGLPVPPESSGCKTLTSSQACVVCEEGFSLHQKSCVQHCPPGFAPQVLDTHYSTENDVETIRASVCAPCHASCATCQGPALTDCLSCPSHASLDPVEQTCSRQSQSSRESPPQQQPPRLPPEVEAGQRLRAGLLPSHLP
Runt-SMMHC FRET = inhibitors of human RUNX1 Runt domain binding to CBFb-SMMHC; Cerulean-Runt/Venus-CBFb-SMMHC FRET ratio 530/480, 1 h; inhibition, % at 20 µM; hit rate 0.74% among 220,000; AID 1434;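 active = mean inhibition across duplicate retests at 20 µM reaching about 50%, limit read from the data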;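 also: 0% = DMSO wells and 100% = wells with excess untagged CBFb-SMMHC; inhibitors lower the FRET ratio by blocking Runt binding to CBFb-SMMHC; some results filed as inactive read as strong as hits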
m-calpain inh = blocks pig calpain II enzyme activity; inhibition, % at 16 µM; purified calpain II, fluorogenic peptide substrate, 30 min; hit rate 0.37% among 220,000;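 active = inhibition above about 50%, limit read from the data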
p47phox inh = blocks human p47phox regulatory protein of NADPH oxidases; P14598; p47phox/p22phox peptide binding, fluorescence polarization, 2 h; inhibition, % at 24.7 µM; hit rate 0.53% among 220,000; AID 1274;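 active = inhibition above about 30%, limit read from the data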;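 also: 0% = p47phox with labelled peptide and 100% = labelled peptide alone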
RBBP9 inh = human RBBP9 hydrolase inhibition. recombinant RBBP9, FP-Rh probe fluorescence polarization. inhibition, % at 7.94 µM. hit rate 0.2% among 220,000;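 active = inhibition above the campaign mean of all tested compounds plus 3 SD, cut at about 14% in these data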;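 also: plate controls were DMSO wells with RBBP9 for no effect and wells lacking RBBP9 protein for full effect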
Target sequence (O75884 whole entry, looked up): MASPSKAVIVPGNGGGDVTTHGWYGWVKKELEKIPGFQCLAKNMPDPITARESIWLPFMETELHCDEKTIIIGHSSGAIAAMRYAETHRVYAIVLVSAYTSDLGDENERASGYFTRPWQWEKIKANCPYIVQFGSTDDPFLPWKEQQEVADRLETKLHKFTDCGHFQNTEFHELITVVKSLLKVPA
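system = RBBP9 protein | input = RBBP9 at 2.5 µM in dispensed solution, before mixing | measured by = fluorescence polarization (mP), excitation 525 nm, emission 598 nm | incubation = enzyme-compound preincubation 30 min, then probe labeling 45 min, 25 °C | buffer or medium = Tris-NaCl-Pluronic buffer, pH 8.0 | compound = single dose 7.94 µM | also added = FP-Rh probe, 375 nM dispensing solution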
Tb hexokinase = blocks Trypanosoma brucei hexokinase 1 activity; recombinant TbHK1, G6PDH-coupled NADH A340; inhibition, % at 10 µM; hit rate 0.11% among 220,000; AID 1430;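 active = inhibition of 50% or more in the single-dose primary screen; inactive = inhibition below 50%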
Active calls of the source: *; x = not tested or not shown; [ ] = another dose, or the depositor's remark.

EBV gp42 block	p97 inhibitor	Runt-CBFb FRET	Furin inhibitor	Runt-SMMHC FRET	m-calpain inh	p47phox inh	RBBP9 inh	Tb hexokinase	molecule
-10.3	x	1.9	-33.0	1.1	-15.3	-0.7	x	-6.1	C/C=C(/C)C(=O)Nc1cccc(C2=NOC3(C2)C[C@@H](C(N)=O)N(C(=O)/C=C/CC)C3)c1 (stereo partly drawn)
-29.3	1.9	2.7	-7.7	1.9	-248.7	-54.7	-12.7	-3.4	CC1(C)Cc2c(sc3c2c(=N)n(Cc2ccco2)c(=O)n3CC(=O)Nc2cccc(Cl)c2)CO1
-4.4	7.7	45.2	-35.4	0.9	7.8	4.1	6.1	1.2	CCC(C)[C@H](N)c1cn([C@@H](Cc2cc3ccccc3[nH]2)C(=O)N2CCNCC2)nn1 (stereo partly drawn)
-8.8	1.6	3.1	-20.6	-0.7	-33.4	-0.1	0.5	0.7	COc1ccc(CC(=O)NC(CC(=O)O)c2cccc([N+](=O)[O-])c2)cc1 (stereo not drawn)
-3.8	0.1	-3.1	-11.9	-9.3	33.9	-11.0	-5.1	5.3	CNc1cc(CSC)nc(SCc2ccc(Cl)cc2Cl)n1
-3.9	-3.0	0.8	-15.5	-4.9	40.1	4.6	-10.5	2.2	Cc1ccc(-n2nnnc2-c2ccccc2)cc1
1.2	-1.6	-1.6	-22.8[20 µM]	-1.2	7.2	7.6	0.0	3.0	CCCCCCCCOC1OC(CO)C(O)C(O)C1NC(C)=O (stereo not drawn)
-28.0	8.6	10.8	-8.5	4.3	1.4	-8.9	-1.2	23.9	O=C1C=C(NC2=CC3OC(c4ccccc4)OCC3OC2=O)CCC1 (stereo not drawn)
-0.5	-3.7	-2.1	-13.9	4.9	-7.8	-9.2	-4.3	-17.4	CCOc1ccc(OCC)c(-c2c(=O)n(OCc3ccccc3Br)c3ccccc3[n+]2[O-])c1
-29.6	30.8*	17.6	-9.6[20 µM]	16.5	4.8	-4.6	-9.1	0.9	Nc1ccc2c(c1)C(=O)C(=O)c1ccccc1-2
20.7	-2.6	0.7	-17.6[20 µM]	0.4	8.9	1.4	-3.6	14.1	Cc1cc(NC(=O)c2ccco2)no1
-11.0	7.4	14.5	-12.9	14.4	-25.7	-16.1	-7.7	-9.4	COc1ccc(/C=N/n2c(-c3n[nH]c4c3CCC4)n[nH]c2=S)c(OC)c1OC
-2.8	2.2	-1.1	-12.8	-4.9	-14.8	2.0	0.2	3.1	CC1(C)CC(Nc2ccc(C(F)(F)F)cc2[N+](=O)[O-])CC(C)(C)N1
3.8	7.0	-1.1	-18.9	-4.0	-18.9	1.3	5.3	-6.2	CC(C)OP(=O)(CCP(=O)(OC(C)C)OC(C)C)OC(C)C
-11.9	3.5	-2.3	-21.8	-3.9	-22.7	-10.9	-6.8	0.2	CC(=O)c1cccc(N(C(=O)c2ccco2)C(C(=O)NC2CCCC2)c2ccncc2)c1 (stereo not drawn)
-8.0	-3.8	2.0	-15.6	1.7	26.2	1.3	-17.3	5.0	N#C/C=C(/c1ccc(F)cc1)N1CCOCC1
0.8	-1.4	-1.4	-15.7	3.3	7.0	0.9	-5.4	1.0	Cc1ccc(NC(=O)CCCCCNS(=O)(=O)c2ccc(C)cc2)cc1
-13.9	12.0	4.3	-17.2	0.1	-5.0	-21.9	-6.4	3.5	NC(=O)Cc1nc2scc(-c3ccccc3)c2c(=O)[nH]1
5.2	-6.7	0.4	-16.3	-3.5	13.3	-17.4	-4.0	2.7	CC1CCCN(C(=O)CSCC(=O)Nc2nc(-c3cccs3)cs2)C1 (stereo not drawn)
-10.6	-1.4	0.9	-27.4	0.2	18.2	-11.9	-3.7	-2.6	CCN(CC)C(=O)Oc1ccnc2cc(Cl)ccc12

Another view of part of the listing above:
| Molecule | EBV gp42 block | p97 inhibitor | Runt-CBFb FRET | Furin inhibitor | Runt-SMMHC FRET | m-calpain inh | p47phox inh | RBBP9 inh | Tb hexokinase |
| --- | --- | --- | --- | --- | --- | --- | --- | --- | --- |
| CCCCCCCCOC1OC(CO)C(O)C(O)C1NC(C)=O (stereo not drawn) | 1.2 | -1.6 | -1.6 | -22.8[20 µM] | -1.2 | 7.2 | 7.6 | 0.0 | 3.0 |
| O=C1C=C(NC2=CC3OC(c4ccccc4)OCC3OC2=O)CCC1 (stereo not drawn) | -28.0 | 8.6 | 10.8 | -8.5 | 4.3 | 1.4 | -8.9 | -1.2 | 23.9 |

Quoted at random: 3 compounds from above, in no set order.
EBV gp42 block	p97 inhibitor	Runt-CBFb FRET	Furin inhibitor	Runt-SMMHC FRET	m-calpain inh	p47phox inh	RBBP9 inh	Tb hexokinase	molecule
-11.0	7.4	14.5	-12.9	14.4	-25.7	-16.1	-7.7	-9.4	COc1ccc(/C=N/n2c(-c3n[nH]c4c3CCC4)n[nH]c2=S)c(OC)c1OC
0.8	-1.4	-1.4	-15.7	3.3	7.0	0.9	-5.4	1.0	Cc1ccc(NC(=O)CCCCCNS(=O)(=O)c2ccc(C)cc2)cc1
-29.3	1.9	2.7	-7.7	1.9	-248.7	-54.7	-12.7	-3.4	CC1(C)Cc2c(sc3c2c(=N)n(Cc2ccco2)c(=O)n3CC(=O)Nc2cccc(Cl)c2)CO1

Continued.
EBV gp42 block	p97 inhibitor	Runt-CBFb FRET	Furin inhibitor	Runt-SMMHC FRET	m-calpain inh	p47phox inh	RBBP9 inh	Tb hexokinase	molecule
-8.2	5.4	-2.1	-26.4[20 µM]	-7.5	-30.6	-6.0	-5.9	-2.2	CCOC(=O)C1=C(C(C)=O)C(c2cccnc2)C(C#N)=C(N)O1 (stereo not drawn)
-5.5	-5.3	-2.4	-14.9	-2.1	38.6	-8.4	-16.3	5.3	O=C(NNc1ccccc1Cl)C(O)(c1cccc(C(F)(F)F)c1)c1cccc(C(F)(F)F)c1
-3.9	0.9	0.0	-25.2	5.6	-1.8	-4.0	-7.9	-5.4	CCc1ccc(NC(=O)C(=O)NCCN2CCN(Cc3ccc([N+](=O)[O-])cc3)CC2)cc1
-12.8	-3.8	0.8	-9.0[20 µM]	-1.5	-4.7	-1.1	-13.4	28.0	CCCCN(CC)C(=O)c1n[nH]c(=O)c2ccccc12
-4.3	1.4	-3.4	-17.3	2.4	16.2	-4.1	0.3	-10.6	COC(=O)CCN(C(=O)c1ccc(N2CCCCC2)c([N+](=O)[O-])c1)c1ccccn1
12.0	3.2	1.2	-28.7	1.1	-10.3	-11.6	-2.6	24.2	Cc1ccc(NC(=O)Cn2c(-c3ccc(F)cc3)cnc2SCC(=O)Nc2c(C)cccc2C)cc1
-23.3	-6.6	-2.2	-22.1	-8.3	7.5	-26.4	-11.0	-5.9	CC1(C)CC(=O)C(C=NCc2cccnc2)=C(O)C1
-7.2	0.7	1.0	-10.7[20 µM]	-3.8	-36.4	-9.2	-9.3	-1.0	O=S(=O)(CCc1nc2ccccc2s1)c1ccc2ccccc2c1
-29.6	2.9	-1.4	-23.7	3.3	-7.2	-11.6	-1.0	5.3	CCOc1ccc(C(=O)CSc2nnc(N)s2)cc1
-12.1	-2.7	-1.7	-34.4	-7.9	-9.6	-13.0	-7.8	4.4	Cc1cc(C(=O)Nc2cnn(Cc3ccc(Cl)cc3Cl)c2)no1
-38.2	0.1	0.9	-12.4	0.7	18.5	-15.2	-1.9	11.2	O=C(OC(C(=O)Nc1ccc(Cl)cc1C(F)(F)F)c1ccccc1)c1c(Cl)cccc1Cl (stereo not drawn)
-25.1	8.2	0.3	-8.4[20 µM]	-2.4	-3.4	-9.5	5.1	-1.3	Cc1nc2ccccc2c(=O)[nH]1
-10.8	3.8	-1.3	-17.7	1.6	-12.8	-2.8	-3.0	-2.5	CCC(=O)N(CCc1ccc(OC)c(OC)c1)Cc1cc2ccc(C)cc2n2nnnc12
2.3	2.7	2.0	-7.8	0.8	2.1	-11.9	-3.5	42.8	COC(=O)CCCC[C@H]1SC[C@H]2NC(=O)N[C@]21O
-15.1	-1.9	0.6	-15.4	-1.4	-5.1	-6.7	6.4	28.2	COc1cccc(C2=NOC(C(=O)Nc3cccnc3)C2)c1 (stereo not drawn)
-3.7	-2.6	-1.7	-1.7	2.6	9.1	0.1	-8.2	3.0	COc1cccc(CNC(=O)CSc2ccc(-c3ccncc3)nn2)c1
-3.7	-1.5	-1.2	-27.3	0.0	-17.7	-10.7	-4.8	-1.4	O=C(Cc1c(F)cccc1Cl)Nc1nc2ccccc2s1
-2.5	4.0	-0.7	-17.6	-10.0	9.0	-1.2	1.1	-13.2	O=S(=O)(NCc1cccs1)c1cccc(S(=O)(=O)N2CCCCC2)c1
-2.8	3.2	0.2	-24.6[20 µM]	-5.7	-17.4	-3.2	6.6	-2.8	COC(=O)c1ccccc1NC(=O)Nc1ccc(C(=O)N2CCCC2)cc1
7.5	1.7	-2.4	-23.1[20 µM]	-2.8	-25.5	10.0	1.3	17.1	COc1ccc(S(=O)(=O)N(C)CC(=O)N2CCN(Cc3ccccc3)CC2)cc1C
-4.4	-1.8	-0.3	-21.9	0.3	-9.8	-10.0	-1.5	-0.2	CCOc1ccc(C2CC(c3cccc(OC)c3)n3nc(N)nc3N2)cc1 (stereo not drawn)
-22.4	10.0	-1.1	-24.3	-0.8	-19.9	-12.6	6.8	4.9	Cc1ccc(C)c(S(=O)(=O)Nc2ccc(O)c(C(=O)O)c2)c1
-24.0	4.7	-1.5	-1.9	-0.1	-60.9	-26.1	7.9	-20.2	CCOc1ccc(C2C(C(=O)c3ccc(C)o3)=C(O)C(=O)N2CCN2CCOCC2)cc1OC (stereo not drawn)
-11.3	2.4	0.5	-8.0	1.2	14.2	-10.4	-2.3	-2.1	O=C(CNC(=O)c1ccccc1F)OCc1nc2ccccc2s1
-5.5	3.9	-1.1	-18.9	-0.3	-3.0	-15.9	-3.8	0.4	O=C(CCCOc1ccccc1)NC(=S)Nc1ccccc1
7.3	-0.9	-4.9	-20.2[20 µM]	-4.7	9.7	-12.4	0.8	8.2	Cc1ccc(OCc2nnc(SCc3ccc(C#N)cc3)n2-c2ccc(C)cc2)cc1
2.7	1.7	0.2	-13.4	2.6	-36.7	-0.1	-2.5	-4.4	COCCn1c(SCC(=O)c2ccc(CNC(C)=O)o2)nc2ccccc2c1=O
-27.0	3.3	2.6	-25.3	3.1	0.6	-2.5	-2.5	0.1	O=C(NCc1ccco1)C1CCC(N2C(=O)c3ccccc3C2=O)CC1 (stereo not drawn)
-2.4	1.8	-3.8	-34.8	-3.5	-11.4	-8.9	-2.1	-14.8	CCOc1cc2[nH]c(=S)n(CCC(=O)N3CCc4ccccc4C3)c(=O)c2cc1OCC
-2.2	0.6	2.2	-16.2	-3.3	-222.1	0.7	6.1	1.0	Cc1cc(C)c2c(N)c(C(=O)N3CCc4ccccc4C3)sc2n1
1.8	4.0	-1.8	-13.1	2.1	-12.1	-12.7	0.1	1.4	COc1ccc(C(C)=O)cc1CN1C(=O)NC2(CCCCCCC2)C1=O
-19.0	-52.5	-3.4	-2.6	2.2	-162.8	-10.3	-4.6	27.5	Cc1ccc2nc(-c3ccccc3)cn2c1
-9.7	7.6	20.6	-0.4	7.4	-16.1	-9.8	3.5	-8.2	Cc1cccc2c1N(C(=O)CN1C(=O)c3ccccc3C1=O)C(C)(C)c1ssc(=S)c1-2
-8.5	4.0	3.2	-21.0	-2.4	-10.5	-10.2	-8.5	-8.5	C=CCn1c(SCC(=O)N2CCOCC2)nc2scc(-c3ccco3)c2c1=O
-8.9	0.8	0.7	-18.5	0.7	20.7	-3.8	-6.8	0.3	O=C(CN(C(=O)CNC(=O)c1ccco1)c1ccc2c(c1)OCCO2)NC1CCCCC1
-8.9	-0.7	1.2	-8.2[20 µM]	4.3	22.8	8.4	-2.3	-2.6	CC(C)N(c1ccccc1)c1ncnc(NCCC(=O)O)c1[N+](=O)[O-]

Assay outcomes deposited in PubChem BioAssay by several laboratories.
